Compound activity deposited in PubChem BioAssay by National Center for Advancing Translational Sciences (NCATS).
ALOX12 inhib: 12-hLO (ALOX12) enzyme inhibition; Potency, µM (highest dose often 57.1 µM), for inactives: top-dose activity change, negative = inhibition, hits mostly inhibitors; 150,000 tested, 0.12% active; purified 12-hLO, xylenol orange hydroperoxide absorbance; P18054; note: potency is the fitted concentration of half-maximal effect; nearly all actives have a fitted effect of over 55% in size; many of its hits are not listed in these tables
Target sequence (P18054 whole entry, looked up): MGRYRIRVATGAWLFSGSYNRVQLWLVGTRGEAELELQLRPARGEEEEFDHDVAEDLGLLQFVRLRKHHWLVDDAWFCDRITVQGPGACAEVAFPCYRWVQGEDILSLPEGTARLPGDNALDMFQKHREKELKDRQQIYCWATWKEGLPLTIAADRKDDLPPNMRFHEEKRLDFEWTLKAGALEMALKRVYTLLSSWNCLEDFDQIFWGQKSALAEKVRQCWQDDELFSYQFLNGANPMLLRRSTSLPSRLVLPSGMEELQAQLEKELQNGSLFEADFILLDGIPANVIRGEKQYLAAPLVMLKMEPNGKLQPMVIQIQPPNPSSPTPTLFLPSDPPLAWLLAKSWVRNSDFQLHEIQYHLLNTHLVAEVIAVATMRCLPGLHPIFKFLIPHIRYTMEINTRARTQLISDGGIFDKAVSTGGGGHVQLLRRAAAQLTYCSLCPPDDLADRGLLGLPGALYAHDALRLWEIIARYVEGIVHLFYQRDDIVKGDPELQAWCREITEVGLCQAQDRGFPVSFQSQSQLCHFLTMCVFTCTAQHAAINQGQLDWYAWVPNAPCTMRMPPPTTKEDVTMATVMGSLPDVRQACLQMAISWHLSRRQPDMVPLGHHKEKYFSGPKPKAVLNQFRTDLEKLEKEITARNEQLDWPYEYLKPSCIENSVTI
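Xylenol orange chromogenic assay: hydroperoxide from 12hLO oxidises Fe(II), giving red-shifted Fe(III)-XO absorbance. Conditions: 150 nM enzyme, 40 uM arachidonic acid, 25 mM Hepes pH 7.0, 0.01% Triton X-100, 30 min, room temperature.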
ALOX15B inhib: inhibitors of human 15-lipoxygenase 2 (ALOX15B) | purified 15hLO-2, xylenol orange hydroperoxide absorbance | Potency, µM (highest dose often 57.1 µM), for inactives: at the top dose activity change, negative = inhibition, most hits filed as inhibitors | 110,000 tested, 0.56% active | AID 881; note: potency is the fitted concentration of half-maximal effect; nearly all actives have a fitted effect of over 60% in size; many of its hits are not listed in these tables
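Read-out: hydroperoxide product oxidises ferrous iron, measured as xylenol orange complex via the 573-to-405 nm absorbance ratio after 30 min. Reaction: 50 nM enzyme, 15 min compound preincubation, 45 uM arachidonic acid, 90 min RT, Hepes pH 7.5 with Triton X-100.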
PNC inhibitor: inhibitors of perinucleolar compartment assembly; PC3M PTB-GFP, PNC prevalence imaging, 16 h; hits give low values; activity change (PNC), negative = inhibition, % at 10 µM; 140,000 tested, 3.1% active; AID 2417;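 active = readout at or below -70, meaning at least 70% loss of cells showing the perinucleolar compartment, a nuclear body marking cancer cells; inconclusive = readout between -30 and a set limit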;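 note: plate controls were DMSO wells for no effect and camptothecin positive control wells for full effect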
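PC3M cells stably expressing PTB-GFP, 750–1000 cells/well, treated 16 h at 37 °C with compound (23 nl of library stock), in duplicate. After paraformaldehyde fixation and Hoechst stain, imaged at 20x; PNC prevalence scored by image analysis.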
IMPase inh: IMPase inhibition in cells. P97697. CHO-M1 cells, IP1 accumulation, HTRF TR-FRET ratio. inhibition (IP1 accumulation), % at 46.1 µM. 120,000 tested, under 10 active; active = well fitted curve in the direction sought with a large enough effect in the signal ratio, not every such curve was filed as active; inconclusive = small, poorly fitted or top-dose-only effect, or a change in a side signal; inactive = no such curve, though single readings can be large or run the other way; the % refers to the signal ratio;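 note: cells stimulated with carbachol in lithium chloride buffer; plate controls were DMSO basal wells for no effect and reference inhibitor wells for full effect; higher means more IMPase inhibition seen as more IP1 and lower FRET ratio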
Target sequence (P97697 whole entry, looked up): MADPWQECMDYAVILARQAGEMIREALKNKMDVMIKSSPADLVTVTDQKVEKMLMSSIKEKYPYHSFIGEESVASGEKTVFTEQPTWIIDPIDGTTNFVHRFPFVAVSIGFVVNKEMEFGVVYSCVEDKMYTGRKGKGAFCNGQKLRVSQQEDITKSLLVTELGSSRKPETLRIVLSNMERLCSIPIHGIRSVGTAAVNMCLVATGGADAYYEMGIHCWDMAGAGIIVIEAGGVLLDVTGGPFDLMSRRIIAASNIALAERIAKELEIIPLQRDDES
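CHO-M1, 2000 cells/well, cultured 16–30 h; cpd up to 46 uM; carbachol (50 uM solution, stimulation buffer w/ 50 mM LiCl, pH 7.4), 30 min 37C; IP-One TR-FRET, 10 min RT; Ex 320/Em 665, 620; Hill-fit AC50.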
An asterisk follows results filed as active; ? = inconclusive; . = not tested or not shown; & = joins results of further samples; [ ] = dose if it differs, or a comment. Unless noted, calls come from the whole dose curve; as a rule, active = well fitted curve in the direction sought with a large enough effect; inconclusive = small, poorly fitted or top-dose-only effect, or another doubt; inactive = no such curve, though single readings can be large; an effect the other way counts as inactive or inconclusive. Unless noted, % is set by controls: 0 for no effect and ±100 for the full control effect. The list is partial; the hit share may differ from the screen's.

ALOX12 inhib	ALOX15B inhib	PNC inhibitor	IMPase inh	SMILES
3%	.	10	-17	COC(=O)c1c(NC(=O)Cc2cccs2)sc(C(=O)N2CCCCC2)c1C
1%	1%	.	.	COc1ccc(NC(=O)N2CC3(CCN(C(=O)c4ccco4)CC3)C2)cc1
-6%	1%	30	-1	Cc1sc(NC(=O)C2CCCCC2C(=O)O)c(C(N)=O)c1C (stereo not given)
-2%	-15%	41	-1	CC(=O)Nc1cccc(-c2csc(NCc3ccco3)n2)c1
0%	12%	3	13	CCN(CC)S(=O)(=O)c1ccc(N(C)Cc2ccc(C(F)(F)F)cc2)nc1
0%	.	24	.	O=C(COC(=O)CN1C(=O)C2CCCCC2C1=O)Nc1cc(S(=O)(=O)N2CCOCC2)ccc1Cl (stereo not given)
-2%	5%	11	6	CC(=O)OCC(=O)Nc1ccc(Cl)cc1Cl
3%	.	46	.	O=C(O)c1ccc(NC(=O)c2cccc(N3C(=O)C4C5CCC(C5)C4C3=O)c2)cc1 (stereo not given)
-2%	.	9	.	Cc1cc(N2CCN(C3CCCC3)CC2)n2c(nc3ccccc32)c1C#N
7%	.	-2	-3	CN(C)C=NC(=O)c1ccc([N+](=O)[O-])c(CS(=O)(=O)c2ccc(Cl)cc2)c1
0%	-6%	23	6	Cc1cccc(N2CCN(C(=O)c3ccc(Cl)c(S(=O)(=O)NCc4ccco4)c3)CC2)c1C
0%	.	-3	2	FC(F)(F)c1cnc(/C=C/Nc2ccccc2Cl)c(Cl)c1
-2%	.	4	.	COc1ccc(C(=O)NCCC2=CCCCC2)cc1
-12%	18%	-30	23	Cc1ccc(-c2nc(SCC(=O)NCCN3C(=O)CSC3=O)[nH]c2-c2ccc(C)cc2)cc1
-3%	.	-100*	-7	O=C(O)c1ccc(NC(=O)c2cccs2)cc1
-16%	-2%	-9	-2	COc1cccc(-n2c(SCC(=O)NCCc3ccccc3)nnc2-c2ccoc2C)c1
-1%	0%	12	4	COc1ccccc1C(=O)NCCCn1cc(Br)c(C)n1
-7%	-19%	?	9	CCOC(=O)CNc1nc(C(C)(C)C)nc2c1nnn2Cc1ccccc1Cl
2%	.	-16	.	Cc1ccc(S(=O)(=O)NCC(=O)N2CCN(c3ccccc3F)CC2)cc1
-7%	9%	22	4	O=C(NCc1ccc(F)cc1)C(c1cccs1)N(C(=O)c1csnn1)C1CC1 (stereo not given)
-11%	11%	3	2	COc1ccc(Cn2cccc(NC(=O)Nc3ccc(C#N)cc3)c2=O)cc1
-2%	.	?	.	COc1cccc(NC(=S)N(CCCN2CCOCC2)Cc2cn(C)c3ccccc23)c1
-7%	-2%	-95*	-6	Cc1ccccc1NC(=O)CNc1ccccc1N1CCCCC1
-1%	.	35	4	O=C(CN1C(=O)C(=O)c2ccccc21)NC1CCCCC1

Limited to PNC inhibitor (5 entries from above):
compound	PNC inhibitor
O=C(CN1C(=O)C(=O)c2ccccc21)NC1CCCCC1	35
COc1ccccc1C(=O)NCCCn1cc(Br)c(C)n1	12
CCOC(=O)CNc1nc(C(C)(C)C)nc2c1nnn2Cc1ccccc1Cl	?
Cc1ccccc1NC(=O)CNc1ccccc1N1CCCCC1	-95*
COc1ccc(Cn2cccc(NC(=O)Nc3ccc(C#N)cc3)c2=O)cc1	3

(further entries)
ALOX12 inhib	ALOX15B inhib	PNC inhibitor	IMPase inh	SMILES
0%	0%	41	?	CSc1ccccc1C(=O)Nc1ccc2c(c1)OCCO2
-2%	.	-10	.	Nc1n[nH]c(N)c1N=Nc1ccc(Cl)cc1
4%	.	-119*	-5	Cn1nc(CC(=O)Nc2ncc(Br)s2)c2ccccc2c1=O
4%	1%	?	-2	O=C(O)CSc1nccn1-c1cccc(Cl)c1
0%	15%	-7	16	CCCN1C2CCCC1CC(NC(=O)c1ccccc1)C2 (stereo not given)
-2%	-6%	36	-4	COc1ccc2oc(C(=O)CCC(=O)O)c(N)c2c1
-16%	-26%	48	8	Cc1cc(C=O)c(C)n1-c1ccc(NC2CCCC2)c([N+](=O)[O-])c1
-4%	6%	-8	13	COc1ccc(C)cc1NS(=O)(=O)c1cccc2nonc12
-2%	1%	17	2	Cc1cc(C)n2nc(SCC(=O)NCc3ccco3)nc2n1
3%	-6%	?	-3	CC(C)CCn1cnc2c([nH]c3cccc(Cl)c32)c1=O
8%&-4%	1%&-6%	.	2	CCCN(CCC)CCc1cccc2c1CC(=O)N2
-4%	-7%	-15	3	COC(=O)CSC1=C(C#N)C(c2ccc(C(C)C)cc2)CC(=O)N1 (stereo not given)
3%	5%	?	10	O=C(c1ccc(S(=O)(=O)N2CCOCC2)cc1)N1CCN(C2=NS(=O)(=O)c3ccccc32)CC1
-5%	1%	23	0	O=C(COC(=O)C1CC(=O)N(c2ccc3c(c2)OCCO3)C1)Nc1ccc2c(c1)CCC2 (stereo not given)
2%	.	?	-4[0.0738 µM]	CN(C(=O)Cc1ccccc1)n1cnnc1
-3%	-8%	-23	-1	CCOCCCNCC(=O)Nc1ccccc1N1CCOCC1
-2%	.	-1	.	COc1cc2cc(CN(CCc3cccc(C)c3)C(=S)NCCCN(C)C)c(=O)[nH]c2cc1OC
-2%	-5%	-1	-9	CC(C)(C)c1ccccc1NC(=O)c1ccco1
-1%	9%	-7	-3	O=C(OCCNC(=O)c1ccc2ccccc2n1)c1cccnc1
-9%	0%	?	7	CCCCCOC(=O)Cn1c(SCC(=O)Nc2ccccc2)nc2c1c(=O)[nH]c(=O)n2C
-4%	-5%	7	14	Cc1ccccc1N(CC(=O)N/N=C/c1ccc(Cl)cc1)C(=O)c1ccccc1
-1%	.	?	.	Cc1cccc(C)c1NC(=O)COC(=O)c1ccccc1Nc1ccccc1
-3%	-9%	-12	-3	CCOC(=O)C(/C(C)=N/NC(=O)c1ccccc1[N+](=O)[O-])C(C)C (stereo not given)
-2%	.	-21	7	CCCn1c(-c2cccc([N+](=O)[O-])c2)nc2c1c(=O)[nH]c(=O)n2Cc1ccccc1

Single entries from the entries so far:
IMPase inh, `CN(C(=O)Cc1ccccc1)n1cnnc1` = -4[0.0738 µM]
IMPase inh, `O=C(c1ccc(S(=O)(=O)N2CCOCC2)cc1)N1CCN(C2=NS(=O)(=O)c3ccccc32)CC1` = 10
ALOX15B inhib, `CCCCCOC(=O)Cn1c(SCC(=O)Nc2ccccc2)nc2c1c(=O)[nH]c(=O)n2C` = 0%

Remaining list, next part.
ALOX12 inhib	ALOX15B inhib	PNC inhibitor	IMPase inh	SMILES
0%	0%	-6	-7	CCCn1c(=O)n(C)c(=O)c2c(SCC(=O)NCc3ccco3)nc(C3CC3)nc21
3%	.	9	0	CCCCc1c(O)nc2ccccn2c1=O
0%	.	82	.	CCOc1ccc(OCCCCOc2ccccc2C(C)=O)cc1
2%	.	-20	-7	COc1cc2c(cc1OC)C1(CCCC1)CNC2C (stereo not given)
2%	-28%	-25	9	O=C(Nc1nc(=O)c2ccccc2s1)c1ccc(Cl)cc1
-1%	.	?	15	CCOc1ccc2c(=O)c(-c3ccc4c(c3)OCCCO4)c(C)oc2c1
4%	-2%	-6	-14	CCOc1ccccc1N(CC(=O)N1CCOCC1)S(=O)(=O)c1ccccc1
-3%	4%	15	-25	CCOC(=O)CSc1nnc(CNC(=O)c2ccco2)n1-c1ccc(F)cc1
-3%	.	19	.	O=C(Nc1cc(SCCO)cc([N+](=O)[O-])c1)c1ccc(Br)o1
-2%	6%	6	3	CCOC(=O)C1C(c2ccccc2Cl)NC(=O)N(C)C1(O)C(F)(F)F (stereo not given)
0%	.	33	.	Cc1cccc(C)c1NC(=O)COC(=O)c1ccc(N2CCCC2)c([N+](=O)[O-])c1
-4%	3%[2.29 µM]	?	3	C=CCOC(=O)C1=C(C)OC(N)=C(C#N)C1c1ccoc1 (stereo not given)
5%	7%	?	-4	Cc1ccc(CCNC(=O)C2CCN(C(=O)N(C)C)CC2)cc1
-5%	-12%	12	4	CC(=O)N1CCc2cc(C(=O)CN3CCC(C)CC3)ccc21
-1%	-5%	?	1	COc1ccc(CN=CC2=C(O)CNC2=O)cc1OC
-9%	.	9	7	CCOC(=O)/C(C#N)=C\c1c(OCC)n(CC)c2ccccc12
-3%	-4%	?	1	CC1=C(C(=O)OC(C)C)C(c2ccc(F)cc2)NC(=O)N1 (stereo not given)
-6%	12%	-1	7	O=C(COc1ccc(Cl)cc1)N1CCN(c2cccc(C(F)(F)F)c2)CC1
6%	-1%	21	3	COC(=O)COc1ccc(S(=O)(=O)N2CCN(c3ccc(F)cc3)CC2)cc1
-6%	7%	5	-9	O=C(CSc1ncnc2nc[nH]c12)N1CCN(c2ccc(Cl)cc2)CC1
-5%	.	44	1	CCCCC(=O)Nc1cccc(NC(=S)NC(=O)C(C)C)c1
-1%	13%	0	-6	CCCn1c(CNC(=O)Cc2ccccc2)nc2ccccc21
0%	.	?	12	COc1ccc(-c2nnc(Nc3ccc(CC(N)=O)cc3)c3ccccc23)cc1
-4%	-12%	4	3	Cc1ccccc1Cc1c(C)nc2nc(SCC(=O)NCc3ccco3)nn2c1C
6%	-21%	-21	4	CCCC(=O)Nc1ccc(C(=O)NNC(=O)COc2ccc(Br)c(C)c2)cc1
-10%	.	-7	.	CC(C1CC1)N(Cc1ccccc1)C(=S)Nc1cccc(C(F)(F)F)c1 (stereo not given)
-8%	-12%	6	-3	COc1ccc(Oc2ccccc2/C=N/O)cc1
-1%	.	-100*	3	Nc1ccc(C(=O)Nc2ccco2)cc1
-27%	?	29	8	Cc1ccc(-c2cc(-c3ccc(F)cc3)nc(N)c2C#N)o1
1%	.	41	.	CCCCOC(=O)NC1(C)CCS(=O)(=O)C1 (stereo not given)
-4%	-3%	.	.	O=C(c1cccc(F)c1)N1CCC2(CCCN(Cc3nccs3)C2)CC1
-2%	-2%	-28	12	COc1ccc(C(=O)CSc2nnc(-c3ccccn3)n2Cc2ccco2)cc1
3%	-1%	-2	9	COC(=O)c1cccc(Nc2cc(C)nc(-c3ccccc3O)n2)c1
0%	.	?	3	CCOC(=O)N1CCc2c(sc3nc(SC(C)C)n(N)c(=O)c23)C1
-4%	-11%	.	.	N#CCCn1c(=O)c(-c2ccc(Cl)cc2)nc2cnc(Oc3cccc(Cl)c3)nc21
-2%	16%	12	?	COCCN1C(=O)C(=O)/C(=C(/O)c2ccc3c(c2)OCCO3)C1c1ccc(C(=O)OC)cc1 (stereo not given)
-1%	.	-112*	-8	Cc1ccc(NN2C(=O)C=CC2=O)cc1
2%	2%	-2	-7	CCC1(C)Cc2c(C#N)c(N)n(-c3ccccc3)c(=O)c2CO1 (stereo not given)
-5%	?	10	-4	O=C(Nc1ccc2oc(-c3ccc4ccccc4c3)nc2c1)c1ccc2c(c1)OCCO2
-10%	-13%	-16	-4	CCOc1ccc(OCC)c(-c2c(=O)n(OCc3ccc(C(C)(C)C)cc3)c3ccccc3[n+]2[O-])c1
-1%	0%	3	3	c1ccc(OCCCc2nc(-c3ccccn3)no2)cc1
0%	.	?	.	CCOC(=O)C1(CC/C(C)=N\NC(N)=O)CC(C)OC1=O (stereo not given)
-2%	.	7	.	CCN(C(=O)c1cccc(Br)c1)c1ccccc1
?	-24%[11.4 µM]	-17	6[1.84 µM]	CCc1ccc(O)c(N=Cc2cccc(C)c2O)c1
2%	.	?	.	Cc1nnc(SCC(=O)N2c3ccccc3C(C)(c3ccccc3)CC2(C)C)s1 (stereo not given)
-2%	-2%	-14	-6	Cc1nn(CC#N)c(=O)n1-c1ccccc1F
-4%	-12%[0.0915 µM]	-9	.	CC(C)Oc1ccc2c(=O)c(-c3ccccc3)coc2c1
4%[11.4 µM]	-11%[11.4 µM]	.	.	Cc1cccc2c1Oc1ccccc1[C@@H]2NC(=O)c1ccc([N+](=O)[O-])cc1
?	.	-10	9	N#CC1=C(N)OC2=C(CCc3ccccc32)C1c1ccccc1Cl (stereo not given)
